Source: PubChem BioAssay (The Scripps Research Institute Molecular Screening Center)
CHRM4 antagonist = CHRM4 antagonism in calcium assay; P08173; CHO-hM4 cells, ACh EC80, Fluo-8 calcium fluorescence; inhibition, % at 3 µM; actives 0.73% (n = 360,000);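 active = inhibition above its plate's cutoff, the mean inhibition of sample wells plus 3 SD, cut at about 27% in these data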;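 note: 0% = acetylcholine EC80 with DMSO and 100% = DMSO without agonist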
Target sequence (P08173 whole entry, looked up): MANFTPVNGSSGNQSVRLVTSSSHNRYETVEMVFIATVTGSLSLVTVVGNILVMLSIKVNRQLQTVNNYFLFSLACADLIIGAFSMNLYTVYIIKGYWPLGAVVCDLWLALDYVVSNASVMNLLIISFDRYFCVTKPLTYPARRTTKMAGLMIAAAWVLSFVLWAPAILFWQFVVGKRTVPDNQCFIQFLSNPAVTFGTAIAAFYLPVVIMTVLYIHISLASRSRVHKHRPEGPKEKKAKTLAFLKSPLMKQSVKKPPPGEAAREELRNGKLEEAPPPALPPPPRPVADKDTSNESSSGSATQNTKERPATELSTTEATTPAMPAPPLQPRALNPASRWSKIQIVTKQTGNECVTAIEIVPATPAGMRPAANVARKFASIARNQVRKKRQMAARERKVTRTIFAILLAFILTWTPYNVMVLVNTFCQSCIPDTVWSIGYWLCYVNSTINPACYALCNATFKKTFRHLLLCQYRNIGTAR
CHO-K1 Ca antag = nonselective inhibitor or artifact in parental CHO-K1 cells; ATP-induced calcium, Fluo-8 fluorescence; AID 602250; actives 0.6% (n = 360,000); inhibition, % at 3 µM;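 active = inhibition above a per-plate cutoff, the plate's mean sample inhibition plus 3 SD, cut at about 24% in these data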;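 note: 0% = DMSO plus EC80 ATP and 100% = DMSO alone without ATP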
CHRM1 agonist = human M1 muscarinic receptor agonism; CHO-K1 hM1, Fluo-8 calcium fluorescence, agonist mode; 0% DMSO, 100% acetylcholine EC100; activation, % at 3 µM; actives 0.33% (n = 360,000);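 active = activation above the run's mean compound activation plus 3 SD, cut at about 16% in these data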;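 note: peak over basal fluorescence ratio within a 140 s kinetic read after compound addition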
CHRM1 antagonist = antagonists of human M1 muscarinic receptor | P11229 | CHO-K1 hM1, Fluo-8 calcium fluorescence, ACh EC80 antagonist | inhibition, % at 3 µM | actives 1.3% (n = 360,000) | AID 588852;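 active = percent inhibition above its own plate's cutoff, namely the mean of that plate's compound wells plus 3 SD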;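 note: peak over basal fluorescence ratio during 140 s after agonist addition; 0% = ACh EC80 plus DMSO and 100% = DMSO alone without agonist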
M1 PAM = potentiates human M1 receptor response to acetylcholine | CHO-K1 hM1, Fluo-8 calcium fluorescence, ACh EC20; 0% = ACh EC20, 100% = maximal ACh | activation, % at 3 µM | actives 0.088% (n = 360,000); in the data active = activation above about 19%, passing the limit was not always enough
OXTR potentiate = potentiates the human oxytocin receptor response; CHO-OTR cells, Fluo-8 calcium fluorescence, potentiator mode; 0% = oxytocin EC15, 100% = EC100; activation, % at 3 µM; actives 0.061% (n = 320,000); AID 2445;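 active = activation above that plate's cutoff, the mean activation of tested compounds plus 3 SD, cut at about 6.6% in these data, passing the limit was not always enough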;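 note: 100% uses oxytocin at 75 nM as the full agonist control; some results filed as inactive read as strong as hits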
Target sequence (P30559 whole entry, looked up): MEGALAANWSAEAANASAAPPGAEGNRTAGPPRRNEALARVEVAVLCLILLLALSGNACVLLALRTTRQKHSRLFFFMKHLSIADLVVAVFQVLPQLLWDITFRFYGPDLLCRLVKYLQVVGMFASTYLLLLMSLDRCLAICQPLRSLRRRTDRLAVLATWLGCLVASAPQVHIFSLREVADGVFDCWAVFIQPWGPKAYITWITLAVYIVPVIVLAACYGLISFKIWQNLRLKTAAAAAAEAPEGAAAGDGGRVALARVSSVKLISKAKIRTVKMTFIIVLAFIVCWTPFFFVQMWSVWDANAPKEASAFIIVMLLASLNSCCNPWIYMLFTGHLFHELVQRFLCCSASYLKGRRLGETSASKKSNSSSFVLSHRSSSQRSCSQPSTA
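Dosing: Single dose, 3.0 µM nominal final compound concentration | Material: Human OTR in CHO cells | Technique: Kinetic Fluo-8 calcium fluorescence | Benchmarks: EC15 oxytocin alone as 0%, 75 nM oxytocin as 100% | Probe or stimulus: Oxytocin at about EC15, sub-maximal agonist stimulus | Incubation: Compound 6 min at room temperature before oxytocin, 100 s read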
CHO parental Ca = signal in parental CHO cells, OX1R antagonist counter-screen; parental CHO-K1, ATP-induced calcium, Fluo-8 fluorescence; inhibition, % at 5.6 µM; actives 0.63% (n = 330,000); AID 463079;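 active = inhibition above that plate's mean sample inhibition plus 3 SD, cut at about 26% in these data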;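 note: 0% = ATP-challenged DMSO wells and 100% = DMSO wells without ATP; some compounds past the cut are filed as inactive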
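Material – parental CHO cells · Reagent – ATP stimulus · Compound – single nominal dose of 5.6 µM per compound · Detection – Fluo-8 fluorescence · Read-out basis – percent inhibition of calcium signal · Controls – ATP-challenged DMSO wells low, unchallenged DMSO wells high · Repeats – no replicates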
CHO-K1 Ca ag = counter-screen for M1 agonists: effect in parental CHO-K1 cells; actives 0.48% (n = 360,000); Fluo-8 calcium fluorescence; scaled to maximal ATP response, vehicle zero; activation, % at 3 µM; in the data active = activation above about 15%;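 note: untransfected CHO-K1 host cells lacking M1 receptor as counterscreen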
M4 ag = agonists of human muscarinic M4 receptor (CHRM4); AID 624127; actives 0.14% (n = 360,000); CHO-K1 hM4/Gqi5, Fluo-8 calcium fluorescence; vehicle 0%, full acetylcholine response 100%; P08173; activation, % at 3 µM;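 active = activation above the run mean over all test wells plus 3 SD, cut at about 32% in these data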;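 note: peak over basal fluorescence ratio per well then scaled between controls; 0% = DMSO wells and 100% = acetylcholine at EC100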
* = called active by the depositor; nt = no result given.

molecule,M1 PAM,CHO-K1 Ca ag,CHO parental Ca,CHRM4 antagonist,CHRM1 agonist,CHO-K1 Ca antag,M4 ag,OXTR potentiate,CHRM1 antagonist
Cc1[nH]c2ccccc2c1C(=O)COC(=O)c1c(-c2c(F)cccc2Cl)noc1C,-4.9,1.7,-7.0,7.7,-2.0,6.0,8.6,-8.6,9.1
CCCCOC(=O)C1[C@H]2C(=O)N(Cc3cccs3)C[C@]23C=C[C@H]1O3 (stereo not given in full),-2.6,0.1,-2.8,-2.1,0.0,4.1,1.8,-4.2,14.5
COc1cccc(-n2nnnc2SCC(=O)Nc2nc3c(s2)CCCC3)c1,-3.5,0.3,-31.1,-1.0,-1.5,1.3,2.6,-12.2,7.2
CN1/C(=C\C=N\NC(=O)c2ccccc2Br)C(C)(C)c2ccccc21,3.2,0.7,-1.4,9.3,-6.0,-10.1,-0.1,-6.6,-3.3
FC(F)(F)c1ccc(NCc2ccccn2)nc1,16.8,0.5,9.0,-6.0,-3.8,-8.7,0.9,-8.3,-14.1
COc1ccccc1NC(=O)C(C)N(C)CC(=O)Nc1cccc2ccccc12 (stereo not given),0.0,1.3,-29.7,4.1,0.1,-17.5,3.9,-1.0,-7.5
Cc1ccc(C)c(-n2ccnc2SCC(=O)c2c(N)n(C3CC3)c(=O)[nH]c2=O)c1,17.8,0.3,-14.8,-25.4,-6.7,-12.3,4.0,-0.7,-3.7
CN(CC(=O)Nc1ccccc1Cl)C(=O)COC(=O)c1ccc([N+](=O)[O-])cc1Cl,9.8,1.2,-21.4,-6.2,-5.6,-3.1,3.0,-0.6,-16.3
COc1ccc(C(=O)OC/C(O)=C(\C#N)c2nc3ccccc3[nH]2)cc1S(=O)(=O)N1CCOCC1,0.0,0.3,-25.7,-18.6,-8.4,-17.6,2.0,7.8,-9.6
Cc1ccccc1CNC(=O)Cn1ccc2cc(S(=O)(=O)N3CCCCCC3)ccc21,2.6,5.2,-14.5,-0.7,-2.0,2.6,12.9,-5.5,-5.4
O=c1c2[nH]cnc2n(-c2cccc(Br)c2)c(=O)n1Cc1ccccc1,2.6,4.3,-11.9,-3.1,4.8,-1.8,4.4,-17.9,5.9
CCCCn1c(=N)n(CC(O)COc2ccccc2)c2ccccc21 (stereo not given),-9.2,3.3,-28.8,-6.4,-3.9,-15.5,4.9,-3.1,-14.5
CCN1CCN(S(=O)(=O)c2ccc(Cl)c(C(=O)Nc3cc(Cl)ccc3N3CCOCC3)c2)CC1,13.5,1.4,-23.1,-0.5,-3.8,-10.9,2.7,-2.9,-17.0
Cc1ccc(NC(=O)CSC(C)C(=O)OCC(=O)N2CCN(C(=O)c3ccco3)CC2)cc1 (stereo not given),9.9,-0.4,-13.7,-11.1,-1.9,-6.4,2.4,1.6,-19.1
CCC1Oc2ccc(C)cc2N(CC(=O)N(Cc2cccnc2)Cc2cccc(F)c2)C1=O (stereo not given),-3.3,0.7,-20.4,-12.4,-1.5,4.8,5.6,-8.2,2.3
CC(NS(=O)(=O)c1ccccc1)c1n[nH]c(=S)n1-c1ccccc1 (stereo not given),1.7,-0.2,9.3,3.1,-2.5,-5.3,0.5,-3.9,-6.1
Cc1ccc(S(=O)(=O)Nc2ccc3cn[nH]c3c2)cc1C,8.9,3.2,-12.0,-5.9,8.5,-6.9,7.9,-5.8,-4.9
CC(=O)Nc1cccc2c1C(=O)N(c1ccccc1OC(C)=O)C2=O,3.7,0.8,14.0,2.1,-3.2,-15.6,0.7,-2.0,-3.4
O=C(c1ccccc1Cl)N(Cc1ccccc1F)N1C(=O)CCCC1=O,15.4,0.2,6.4,0.4,-1.7,-3.2,1.1,-2.9,-16.1
CN(C)S(=O)(=O)c1ccc(C(=O)Nc2nnc(SCc3cccc4ccccc34)s2)cc1,2.9,0.2,12.7,-19.0,-7.9,-9.7,0.7,-9.9,-13.2

molecule,M1 PAM,CHO-K1 Ca ag,CHO parental Ca,CHRM4 antagonist,CHRM1 agonist,CHO-K1 Ca antag,M4 ag,OXTR potentiate,CHRM1 antagonist
CCc1nnc(NC(=O)CSc2nc(-c3ccccc3)cc(-c3ccc(OC)cc3)c2C#N)s1,9.9,0.3,5.2,-3.1,-6.5,-6.7,0.4,-2.5,-7.5
CC1CN(C(=O)Cn2cc(SCC(=O)N3CCOCC3)c3ccccc32)CC(C)O1 (stereo not given),0.0,0.6,-13.7,-7.4,-2.1,6.0,1.4,-4.4,2.5
Cc1cccc(C)c1NC(=O)C(C)N1CCCCC1 (stereo not given),1.3,0.6,-10.5,-1.2,-3.0,0.3,0.9,-9.7,-2.3
COc1ccc(NC(=O)c2ccc(Br)o2)cc1,16.2,-0.7,-0.4,0.1,-1.4,-2.0,1.7,-8.4,-9.2
Cc1ccccc1N1CCN(CC(=O)Nc2nccs2)CC1,-2.7,0.8,9.7,6.8,-3.6,-2.2,0.4,-1.9,-1.4
CC1(C)CC[C@]2(C(=O)O)CC[C@]3(C)C(=CC[C@@H]4[C@@]5(C)CC[C@H](O)C(C)(C)[C@@H]5CC[C@]43C)[C@@H]2C1,9.6,0.2,-3.8,-0.1,-0.7,-7.9,0.7,1.1,-28.9
O=C(N=C1SC2CS(=O)(=O)CC2N1Cc1ccc(F)cc1)C1CC1 (stereo not given),0.3,0.7,-10.1,-6.2,-0.1,-12.2,1.6,-1.7,4.1
O=C(O)c1ccc(Cl)c(S(=O)(=O)Nc2ccc(S(=O)(=O)N3CCCC3)cc2)c1,7.3,0.2,-4.3,7.4,-4.5,-8.7,0.7,-10.0,-11.4
Cc1cc(C)nc(SCC(=O)c2ccc([N+](=O)[O-])cc2)n1,1.7,0.2,-7.5,2.8,-5.0,4.8,0.9,-0.2,-7.5
Cc1c(Cl)c([N+](=O)[O-])nn1CC(=O)N1CCCC1,9.4,1.4,1.6,4.9,-8.6,-5.1,0.4,-2.8,4.4
O=C(O)CC12CC3CC(C1)CC(n1ncc(NCc4ccc(F)cc4Cl)c(Cl)c1=O)(C3)C2,0.5,0.0,-9.8,2.4,-3.5,-3.4,0.1,-9.8,2.5
CN(C)C(=O)/C(=C/c1cn(-c2ccccc2)nc1-c1cccc([N+](=O)[O-])c1)NC(=O)c1ccccc1,15.4,0.7,-8.3,-3.4,1.6,-9.5,1.7,1.1,-7.0
CCOC(=O)N1CCN(C(c2ccc(C(C)C)cc2)c2sc3nc(C)nn3c2O)CC1 (stereo not given),6.2,1.7,-12.9,-1.2,-6.2,16.4,-1.2,-4.1,-0.6
S=c1[nH]nc(CSCCOc2ccccc2)o1,7.2,-0.2,-10.2,-1.6,-2.3,6.5,-0.1,-13.2,-1.2
COc1cc(NC(=O)COC(=O)Cn2cnc3c2c(=O)n(C)c(=O)n3C)cc(OC)c1,16.0,0.2,3.4,0.3,-1.8,-10.3,0.6,3.8,-12.1
C/C(=N/N=C/c1ccccc1O)c1ccccc1O,2.2,0.8,-3.7,8.5,-3.2,-9.0,0.9,-6.8,0.1
O=C(CO)N/N=C/c1cccc(Cl)c1Cl,-5.0,0.2,3.5,-1.8,-2.0,-4.0,0.2,-5.4,3.0
CCCn1c(=N)n(CCOc2ccc(OC)cc2)c2ccccc21,7.0,0.9,-5.0,0.4,-3.7,-8.8,2.8,-8.5,-24.8
Cc1cnc(NC(=O)Cc2ccc(Br)cc2)s1,-3.9,-0.3,-6.5,2.9,-2.0,4.8,0.4,-5.1,0.3
CCC/C=C/c1ccc(CN2C(CC(C)C)C(=O)N(Cc3cn(Cc4ccco4)nn3)CCS2(=O)=O)cc1 (stereo not given),-4.5,0.1,nt,9.4,-3.0,0.5,0.6,nt,1.5

molecule,M1 PAM,CHO-K1 Ca ag,CHO parental Ca,CHRM4 antagonist,CHRM1 agonist,CHO-K1 Ca antag,M4 ag,OXTR potentiate,CHRM1 antagonist
CCCCOc1ccc(C(=O)N=c2sccn2C)cc1OC,2.3,0.2,9.3,-11.9,-2.3,16.5,1.2,-3.7,-2.0
Cc1ccc(N=C2C(=O)Nc3c(C)cccc32)cc1,13.5,0.4,-7.5,0.3,-3.1,-11.3,0.6,-2.0,-17.5
COc1cc(OC)cc(C(=O)N(Cc2ccco2)c2c(N)n(Cc3ccccc3)c(=O)[nH]c2=O)c1,4.0,0.9,nt,10.0,-3.2,-14.2,3.9,nt,-1.4
COc1ccc(N2CCN(C(=O)CCS(=O)(=O)c3ccc4c(c3)CCN4C(=O)C3CC3)CC2)cc1,15.5,0.5,-16.4,-11.7,0.2,6.6,0.9,-3.2,-13.8
Cc1ccc(-n2nnc3c(=O)n(CC(=O)N4CCOCC4)cnc32)cc1,7.3,-0.1,1.8,-6.5,-3.7,2.5,-0.3,-4.3,-15.7
O=C(c1[nH]ncc1-c1ccc(Cl)cc1)C1CO1 (stereo not given),3.0,0.4,-14.8,1.8,-3.5,-2.7,0.0,-9.4,-15.2
CCCOc1ccc(C(=O)CCC(=O)NNC(=O)c2ccncc2)cc1,5.5,0.4,-5.0,-0.9,-6.0,-4.9,1.4,1.7,-6.7
CCc1nc(SCC(=O)NCCc2ccccc2)c2oc3ccccc3c2n1,0.0,0.7,-19.0,15.2,-3.5,-11.8,-0.5,4.5,-1.7
CC(=O)c1ccc(S(=O)(=O)NCCC(=O)OC(C)C(=O)Nc2ccc(F)cc2)cc1 (stereo not given),1.0,2.7,-7.0,6.8,0.4,-6.6,2.3,1.1,-19.5
Cc1[nH]c2ccc(C(=O)NCCCN(C)C3CCCCC3)cc2c1C,-3.5,-0.6,-15.3,1.1,-5.2,2.2,-1.2,2.4,8.8
Cc1cc(C)c(NC(=O)COC(=O)c2cccc3c2C(=O)c2ccccc2C3=O)c(C)c1,-0.6,2.9,-35.4,-4.7,-10.3,-12.4,4.0,-7.5,3.0
CN1C(=O)C(CC(=O)NCC2CCCCC2)SC1=Nc1ccccc1 (stereo not given),6.5,0.6,-8.9,-5.8,-2.3,-1.9,0.7,-2.9,-5.4
COc1ccc(N=C2SCC(c3ccc(C)cc3)=NN2CCO)cc1,-4.2,0.7,-5.0,-12.1,-5.1,-9.7,5.3,-7.7,1.1
CSc1ccc(/C=N/Nc2nc(C)cc(C)n2)cc1,-0.4,1.4,3.4,-3.3,-7.3,-6.7,3.0,-13.2,-7.5
O=C(NCc1ccco1)C1CCN(S(=O)(=O)c2ccccc2C(F)(F)F)CC1,7.8,0.9,-10.2,-6.7,-0.8,-17.9,2.2,-5.2,-14.9
Cc1cccc(N=C2NC(=O)/C(=C/C=C/c3ccco3)S2)c1C,6.9,0.2,-7.2,-2.8,-4.4,3.5,1.0,-3.7,-7.1
Cc1cc2nc(-c3ccc(F)cc3)c(CC(C)(C)C)n2c(C)c1Br,-9.3,1.3,nt,-0.4,-2.4,-19.7,3.8,nt,-2.7
